Bioassay records (PubChem)
NTR1 ag – agonists of NTR1, primary screen, imaging, U2OS cells, beta-arrestin-GFP, high content (AID 493036). Neurotensin receptor type 1 (Homo sapiens), P30989. NTR1-U2OS beta-arrestin-GFP spot imaging, agonist mode. activation, % at 20 µM. 0.17% of 330,000 active;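 active = activation at or above 40% of the spot to cytoplasm intensity ratio, with at least 20 cells analyzed; inconclusive = wells under 20 cells, flagged as cytotoxic or low count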;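 note: 0% = DMSO without peptide and 100% = 100 nM NTR1 peptide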
Target sequence (P30989 whole entry, looked up): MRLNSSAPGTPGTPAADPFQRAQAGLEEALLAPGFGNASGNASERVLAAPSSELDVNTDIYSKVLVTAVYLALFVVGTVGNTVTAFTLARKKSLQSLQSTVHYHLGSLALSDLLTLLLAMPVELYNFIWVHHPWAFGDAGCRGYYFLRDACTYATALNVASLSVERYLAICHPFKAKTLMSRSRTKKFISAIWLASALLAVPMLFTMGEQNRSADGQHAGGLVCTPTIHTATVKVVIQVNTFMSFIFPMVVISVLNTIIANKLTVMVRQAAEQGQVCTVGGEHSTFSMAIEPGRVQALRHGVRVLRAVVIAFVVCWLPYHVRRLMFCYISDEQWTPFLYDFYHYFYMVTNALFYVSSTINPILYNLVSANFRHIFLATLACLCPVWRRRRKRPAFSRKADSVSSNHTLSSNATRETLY
SV40 large T antigen – SV40 large T antigen inhibitors, biochemical (AID 1903); SV40 large T antigen ATPase/helicase inhibition assay; higher % means a stronger effect; inhibition, % at 20 µM, or IC50 in µM where a hit was titrated; 0.39% of 310,000 active; in the data active = a potency from the dose series; inconclusive = inhibition mostly from about 32% at the one dose, without a potency; inactive = the rest, 99 in 100 with inhibition below about 32%; note: strong numbers were not always called active
NS5 inhibitors – Dengue-2 NS5 methyltransferase inhibitors, primary screen, biochemical, confirmation dose response (AID 588689) | Genome polyprotein (Dengue virus type 2 (strain 16681-PDK53)) | Dengue-2 NS5 methyltransferase capping enzyme assay, biochemical; higher % means a stronger effect | inhibition, % at 25 µM; hits with a dose series show IC50 in µM | 0.3% of 340,000 active; in the data active = a potency from the dose series; inconclusive = inhibition above about 29% without an active follow-up result
GPR55 beta-arrestin – GPR55 agonists via beta-arrestin recruitment, primary screen, imaging, U2OS cells, beta-arrestin-GFP redistribution (AID 1961); activation, % at 10 µM, or EC50 in µM where a hit was titrated; 0.048% of 290,000 active; U2OS GPR55 beta-arrestin-GFP redistribution imaging; higher % means a stronger effect;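 active = activation above 40% with more than 50 cells counted in the well; inconclusive = wells holding fewer than 50 cells, flagged as toxic or sparse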;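 note: U2OS osteosarcoma cells stably expressing GPR55 and beta-arrestin-GFP; plate controls were DMSO negative control for no effect and LPI positive control for full effect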
GPR55 antagonists – GPR55 antagonists blocking LPI-driven arrestin recruitment, primary screen, imaging, U2OS, beta-arrestin-GFP, LPI agonist (AID 2013); G-protein coupled receptor 55 (Homo sapiens); U2OS GPR55 beta-arrestin-GFP translocation imaging, LPI antagonism; higher % means a stronger effect; inhibition, % at 10 µM; hits with a dose series show IC50 in µM; 0.13% of 290,000 active;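 active = spots per cell inhibited over 60%, with over 100 cells counted and total cytoplasm intensity under 500,000; inconclusive = wells with under 100 cells, flagged as likely toxic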;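 note: U2OS cells stably carrying GPR55 and arrestin-GFP stimulated by 5 µM LPI near EC80; imaged beta-arrestin-GFP aggregate spots per cell after agonist stimulation; plate controls were LPI-stimulated DMSO wells for no effect and DMSO wells without LPI for full effect; some results filed as inactive read as strong as hits; confirmed hits need IC50 under 10 µM and bright autofluorescent wells are also inconclusive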
AID2073 – inhibitors of Mint1-CaV2.2 protein interaction, biochemical, HTRF (AID 2073); HTRF protein-protein interaction, Mint1-CaV2.2; higher % means a stronger effect; inhibition, % at 20 µM; hits with a dose series show IC50 in µM; 0.19% of 290,000 active; in the data active = inhibition mostly above about 51%, no sharp cut-off; inconclusive = no clear call, values can overlap the other calls; inactive = mostly below about 53%; note: some results filed as inactive read as strong as hits
Yfh1-depleted yeast – enhancers of respiration in Yfh1-depleted yeast, dose response, Friedreich's ataxia, plus single-dose screen (AID 1465); 0.074% of 220,000 active; fold induction at 50 µM; hits with a dose series show EC50 in µM; S. cerevisiae Yfh1-off respiration, WST-1 reduction, 72 h; higher fold induction means a stronger effect;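 active = fold induction of absorbance versus untreated yeast above a set limit, then at least 30% activation at any dose in follow-up; inconclusive = repeats straddling the limit, or above it without dose testing; inactive = fold induction below the set limit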;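 note: activators that raise dye reduction in frataxin-depleted yeast; strong numbers were not always called active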
MgcRacGAP inhibition – MgcRacGAP GTPase-activating activity inhibitors, confirmation, biochemical, ADP Hunter fluorescence; inhibition, % at 30 µM, or IC50 in µM where a hit was titrated; AID 624330, 2012; MgcRacGAP-stimulated Rac1 GTP hydrolysis, ADP Hunter fluorescence; higher % means a stronger effect; GST-tagged Rac1 F28L mutant substrate; 0.6% of 340,000 active;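 active = first-screen hits whose inhibition reached a set limit at any dose in the follow-up dose series; inconclusive = inhibition above the set first-screen limit but never retested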;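 note: fluorescence reports GDP produced by GAP-driven GTP hydrolysis; strong numbers were not always called active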
GPR35 arrestin U2OS – GPR35 antagonists blocking zaprinast-driven arrestin recruitment, primary screen, imaging, U2OS, beta-arrestin-GFP, zaprinast agonist (AID 2058); 0.052% of 290,000 active; inhibition, % at 10 µM; hits with a dose series show IC50 in µM; U2OS GPR35 beta-arrestin-GFP translocation imaging, zaprinast antagonism; higher % means a stronger effect; G-protein coupled receptor 35 (Homo sapiens);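 active = inhibition of at least 50% with at least 30 cells and total cytoplasm GFP at most 10,000,000; inconclusive = under 30 cells or total GFP of 10,000,000 plus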
NTR1 ag cell count 20 µM – second read-out of NTR1 ag, no call of its own (marks repeat the call); cell count; measured here: cell count, cytotoxicity flag
NS5 inhibitors pilot replicate – further read-out of NS5 inhibitors, marked with its call; inhibition, %; measured here: pilot screen replicate inhibition
Active calls of the source: *; i = inactive; ? = inconclusive; / = no result given; & = joins results of further samples. This is a random part of the collection; 1.7% or so of the library scored in one or more.

SMILES | NTR1 ag | NTR1 ag cell count 20 µM | SV40 large T antigen | NS5 inhibitors | GPR55 beta-arrestin | GPR55 antagonists | AID2073 | Yfh1-depleted yeast | MgcRacGAP inhibition | GPR35 arrestin U2OS | others
O=[N+]([O-])c1ccc(-c2nc(NCc3cccnc3)c3ccccc3n2)cc1 | 7.1 | 77 | 17.2% | -8.6% | -0.2% | -14.2% | 19.6% | / | 5.9% | 6.5%
CCOC(=O)C1=C(COC(=O)c2ccc(OC(C)C)cc2)NC(=O)NC1C (stereo not drawn) | -0.3 | 52 | 2.1% | 0.0% | / | / | / | / | 2.1% | /
CCOC(=O)C1CCN(S(=O)(=O)c2cc(C(=O)N3CCCCC3)ccc2OC)CC1 | -0.3 | 47 | 11.7% | -0.7% | -0.1% | -1.4% | -0.8% | / | 4.8% | 17.2%
CC(Oc1ccc(F)cc1)C(=O)Nc1cc(S(=O)(=O)N2CCOCC2)ccc1N1CCCC1 (stereo not drawn) | 2.3 | 61 | 10.7% | -1.3% | -0.1% | 6.3% | 0.7% | / | 5.0% | -7.6%
CC(C)C(=O)N(Cc1cc(=O)[nH]c2ccccc12)c1ccccc1 | 1.1 | 56 | 4.8% | -4.2% | -0.3% | 8.1% | -7.4% | i | 10.3% | 5.9%
CN(C)CCCn1c(SCc2c(Cl)cccc2Cl)nnc1-c1ccncc1 | -0.1 | 52 | 11.2% | 1.3% | -0.1% | -8.9% | -5.4% | / | 25.2% | 14.6% | NS5 inhibitors pilot replicate=-3.1
CN1C(=O)Cc2cc(S(=O)(=O)Nc3ccc(Cl)cc3)ccc21 | -0.6 | 36 | 3.2% | 3.6% | -0.2% | 3.0% | 11.7% | / | -12.8% | 0.3%
COC(=O)C1=C(C)OC(N)=C(C#N)C1c1ccc(OC)c(OC)c1OC (stereo not drawn) | 2.0 | 74 | 14.0% | 1.4% | -0.2% | 8.1% | -4.5% | i | 4.0% | -0.8% | NS5 inhibitors pilot replicate=-2.1
CCOC(=O)c1ccccc1NC(=S)N1CCCCC1 | -1.0 | 37 | 18.8% | -0.6% | -0.2% | 4.2% | -20.1% | i | 5.8% | 25.4%
N=C1C(c2nc3ccccc3s2)=C(O)CN1Cc1ccco1 | 0.3 | 51 | 9.5% | -1.4% | -0.1% | 7.3% | -0.9% | i | 18.6% | -11.0%
Cc1cccc(C(=O)Nc2ccc(O)c3c(=O)cc(-c4ccccc4Cl)oc23)c1 | 2.1 | 96 | 12.2%&7.0% | -0.8% | -0.3% | 3.2% | -3.3% | i | 6.0% | -12.1%
CC1C(=O)CC(c2ccccc2)NC1c1ccccc1 (stereo not drawn) | 2.8 | 56 | 8.6% | -0.7% | 0.2% | -9.4% | -0.4% | i | 3.0% | 1.5%
CCOC(=O)CCc1c(C)nc2cc(-c3ccc(Cl)cc3)[nH]n2c1=O | -5.5 | 84 | 8.5% | 1.6% | 0.0% | 4.2% | 7.8% | i | -6.3% | 10.4%
O=C(CSc1nnc(-c2cnccn2)n1Cc1ccco1)c1ccc(Cl)c(Cl)c1 | 0.9 | 79 | 31.0% | 13.8% | -0.2% | 2.8% | 10.3% | i | 15.3% | 4.0% | NS5 inhibitors pilot replicate=-3.9
COc1ccc(C2C(Oc3ccccc3)C(=O)N2c2cc(C)ccc2C)cc1OC (stereo not drawn) | 1.4 | 57 | 14.2% | -8.2% | -0.1% | 2.2% | -3.8% | / | -0.3% | 3.4%
O=C(c1ccncc1)N1CCN(S(=O)(=O)c2cccc(F)c2)CC1 | 0.2 | 62 | 10.3% | -3.9% | 0.0% | 11.1% | -3.3% | / | 7.0% | 10.6%
CCc1cc2c(=O)c(-c3nc4ccccc4n3C)c(COCC(=O)O)oc2cc1O | 0.4 | 56 | 2.0% | -6.9% | -2.0% | 2.9% | 19.7% | i | 3.0% | 20.9%
Cn1c(SCc2ccccc2Cl)nnc1-c1cnccn1 | -2.9 | 102 | 2.2% | -2.0% | -0.1% | -5.3% | 1.4% | i | 9.4% | -14.5%
Cc1ncoc1C(=O)N1CCc2c([nH]c3ccccc23)C1c1ccccc1F (stereo not drawn) | 2.7 | 80 | 1.0% | -3.0% | -0.1% | -7.2% | 3.8% | i | 7.8% | 4.9%
O=C(NNC(=O)C1CCCCC1)c1cnccn1 | -1.4 | 70 | 3.1% | -1.6% | -0.1% | 6.7% | 2.9% | i | 10.5% | 4.0%
CC(C)NC(=O)Cn1nc(C(F)(F)F)c2c1CCC2 | -1.1 | 55 | 0.5% | -2.1% | -0.4% | 5.1% | 2.5% | i | -0.9% | 3.2%
Cc1nc(Cl)c2c(n1)NC1=C(O2)C(=O)CCC1 | -0.2 | 60 | 11.0% | ? | -0.2% | -1.4% | 0.1% | i | 12.8% | -0.2%
O=C(CCc1ccccc1)NC(=S)Nc1ccc2c(c1)C(=O)OC2 | 2.4 | 49 | -3.7% | -9.2% | -0.1% | 6.9% | 17.9% | i | 7.5% | -4.8%
O=C(NCCCNC(=O)c1cnccn1)c1ccc(Cl)cc1 | -0.8 | 45 | 5.5% | -1.6% | -0.2% | 6.9% | -3.7% | / | 5.5% | -3.6%
Nc1ccc(OC(=O)Nc2ccc(O)cc2)cc1 | 0.3 | 46 | 6.52µM* | 23.2% | 1.0% | -14.0% | 0.7% | i | ? | 1.4%
Cc1cccc(CCNC(=O)c2cccc3c2C(=O)N(C2CCCCC2)C3)c1 | 10.2 | 75 | 11.7% | -7.0% | -0.1% | 22.2% | 4.2% | / | 10.8% | -8.2%
Cc1ccc(NC(=O)Nc2cccnc2)cc1NC(=O)Nc1cccnc1 | 9.6 | 91 | 9.9% | -2.6% | 0.2% | 11.5% | 21.9% | i | 5.9% | -7.7%
COC(=O)c1[nH]c2cc(OC)ccc2c1NC(=O)CN1CCC(C(N)=O)CC1 | 4.4 | 92 | 2.9% | -2.5% | -0.2% | -2.3% | -7.8% | i | 3.7% | -3.8%
Cc1cccc(-n2nnc(C(=O)NCc3ccccn3)c2N)c1 | -1.3 | 84 | 12.5% | -4.1% | -0.1% | -1.2% | 4.4% | i | 6.9% | 0.6%
COC(=O)c1ccc(S(=O)(=O)NCc2ccccn2)n1C | 0.9 | 48 | 3.9% | 3.8% | 0.0% | 9.4% | 7.6% | i | -1.7% | 3.5%
CC(=O)Oc1ccc(NC(=O)CCC2CCCCC2)c(C(=O)O)c1 | -1.8 | 61 | 0.7% | 12.8% | -0.4% | 6.7% | 17.7% | i | 8.0% | -2.9%
COCCOc1ccc(C(F)(F)F)cc1NC(=O)CN1C(=O)NC2(CCc3ccccc32)C1=O (stereo not drawn) | 0.8 | 66 | 15.0% | 5.1% | / | / | / | / | 1.6% | /
COc1ccc(C(=O)n2cc(C(=O)c3cc(C)ccc3O)cn2)cc1 | 1.9 | 55 | 9.5% | -2.9% | -0.2% | 9.1% | 4.4% | i | 5.0% | -3.2%
COc1ccc(-n2c(C)ccc2-c2ccccc2)cn1 | 0.7 | 62 | 8.1% | ? | 0.5% | -0.2% | 3.5% | / | 4.2% | 8.4%
COc1ccc(S(=O)(=O)N2CCCCCC2)cc1C(=O)N(C)CC(=O)Nc1cc(C)ccc1C | 0.0 | 58 | 0.5% | -1.9% | 0.3% | -9.9% | 4.1% | / | 6.5% | 6.5%
CCOc1ccc(NC(=O)CN2C(=O)S/C(=C/c3cccn3C)C2=O)cc1 | -0.7 | 97 | -22.8% | 7.3% | -0.2% | -0.4% | 44.2% | i | 5.5% | 11.6%

Next part; it opens with the two that closed the last part.
SMILES | NTR1 ag | NTR1 ag cell count 20 µM | SV40 large T antigen | NS5 inhibitors | GPR55 beta-arrestin | GPR55 antagonists | AID2073 | Yfh1-depleted yeast | MgcRacGAP inhibition | GPR35 arrestin U2OS | others
COc1ccc(S(=O)(=O)N2CCCCCC2)cc1C(=O)N(C)CC(=O)Nc1cc(C)ccc1C | 0.0 | 58 | 0.5% | -1.9% | 0.3% | -9.9% | 4.1% | / | 6.5% | 6.5%
CCOc1ccc(NC(=O)CN2C(=O)S/C(=C/c3cccn3C)C2=O)cc1 | -0.7 | 97 | -22.8% | 7.3% | -0.2% | -0.4% | 44.2% | i | 5.5% | 11.6%
CCN(CC)CC(=O)Nc1c2c(nc3ccccc13)N(C)CC2 | 1.5 | 55 | 6.2% | / | -0.1% | 2.3% | -1.6% | / | 31.3% | 6.9%
CC(=Nc1ccccc1)C1=C(O)CC(C)(C)CC1=O | 1.8 | 46 | 6.8% | 4.9% | -0.1% | 14.1% | -3.4% | i | 6.8% | -3.1%
CCN(CC)C(=O)Cn1nc(-c2ccc(Cl)cc2)c2ccccc2c1=O | 0.4 | 97 | 5.0% | -1.3% | -0.3% | -1.8% | 11.2% | / | 1.6% | -11.1%
Cc1ccc(C(=O)NC(=O)OCCn2c(C)cnc2[N+](=O)[O-])cc1 | -0.7 | 71 | 5.7% | -3.7% | 0.3% | 2.7% | 26.6% | i | 3.7% | -3.5%
CC1(C)OC1COc1c2ccoc2cc2oc(=O)ccc12 (stereo not drawn) | 0.4 | 53 | / | 4.7% | 0.4% | 9.7% | 11.5% | i | 6.9% | -4.8%
CC(C)NC(=O)COc1coc(CN2CCN(c3ccccc3)CC2)cc1=O | -1.8 | 69 | 6.5% | -5.9% | 0.2% | 6.8% | -6.1% | / | 8.8% | 0.6%
CCCCNC(=O)CCCCCn1c(=O)[nH]c2cc(OC)c(OC)cc2c1=O | 0.5 | 86 | -1.0% | -8.2% | -0.2% | 11.7% | 16.2% | i | 2.2% | 1.5% | NS5 inhibitors pilot replicate=2.6
COc1ccccc1N1CCN(C(=O)c2sc3ncnc(N4CCN(c5ccccn5)CC4)c3c2C)CC1 | 10.8 | 53 | 8.8% | 0.0% | 1.4% | -4.7% | 7.0% | / | 6.4% | -16.8%
